Screening results: PubChem BioAssay, National Center for Advancing Translational Sciences (NCATS)
TRb-SRC2 inh: qHTS for Inhibitors of the Interaction of Thyroid Hormone Receptor and Steroid Receptor Coregulator 2 | Thyroid hormone receptor beta (Homo sapiens), P10828 | TRbeta-SRC2 peptide binding, fluorescence polarization; receptor liganded with 1 µM T3 | Potency, µM (highest dose often 106 µM), for the others: at the highest dose activity change, negative = inhibition, most hits filed as inhibitors | hit rate 0.065% among 280,000 | AID 1469, 2008; active = well fitted inhibition curve with a large enough effect; inconclusive = small, poorly fitted or top-dose-only effect, or effect the other way;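 also: plate controls were bound peptide for no effect and peptide without receptor for full effect; nearly all actives have a fitted effect of over 50% in size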
Target sequence (P10828 whole entry, looked up): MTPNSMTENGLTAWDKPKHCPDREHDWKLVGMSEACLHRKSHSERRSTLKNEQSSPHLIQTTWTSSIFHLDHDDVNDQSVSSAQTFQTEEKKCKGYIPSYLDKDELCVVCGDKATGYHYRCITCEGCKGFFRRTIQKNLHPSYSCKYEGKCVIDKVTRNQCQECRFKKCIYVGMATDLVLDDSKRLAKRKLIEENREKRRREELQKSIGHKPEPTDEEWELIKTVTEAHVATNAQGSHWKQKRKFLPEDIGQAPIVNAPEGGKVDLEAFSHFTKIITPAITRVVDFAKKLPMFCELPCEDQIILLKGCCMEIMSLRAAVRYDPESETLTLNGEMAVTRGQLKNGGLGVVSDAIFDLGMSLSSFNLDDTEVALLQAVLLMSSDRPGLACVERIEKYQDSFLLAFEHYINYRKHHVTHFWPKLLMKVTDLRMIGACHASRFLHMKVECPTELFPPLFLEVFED
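A fluorescence polarization screen tested compounds at multiple concentrations against complex formation between 0.6 uM TRb ligand-binding domain and 20 nM Texas Red SRC2 peptide, with 1 uM T3 present; readout after 5 hr.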
TR SRC2 fluor cs: Total Fluorescence Counterscreen for Inhibitors of the Interaction of Thyroid Hormone Receptor and Steroid Receptor Coregulator 2. TRb/SRC2 Texas Red total fluorescence interference. Potency, µM (doses to about 106 µM), for the others: at the top dose fluorescence change, negative = quenching. hit rate 0.29% among 280,000. AID 1479, 2009; active = well fitted curve in either direction with a large enough effect; inconclusive = small, poorly fitted or top-dose-only effect
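Human TRβ ligand-binding domain (0.6 uM) and Texas Red SRC2 peptide (20 nM) in Tris buffer with 1 uM T3 and 5% DMSO were incubated with pinned compound for 5 hr at ambient temperature. Total fluorescence was computed as S + 2P (555/632 nm).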
Starred values were filed as active, the others as inactive; ? = inconclusive; [ ] = another dose, or the depositor's remark. Unless noted, % is scaled to controls: 0 for no effect and ±100 for the full control effect; potency is read from the fitted curve at half-maximal effect. Only part of the results is shown; rates above refer to the full screens.

Value order – TRb-SRC2 inh, TR SRC2 fluor cs
> CC(C)Cc1nn2c(=O)cc(COC(=O)c3ccccc3NC(=O)c3ccccc3)nc2s1
  -1.6%, -4.6%
> Cc1ccc(CNC(=O)c2ccc3c(c2)NC(=O)C(CS(=O)(=O)Cc2cccc(F)c2)N3)cc1 (centres undefined)
  -27.8%, ?
> Cc1nc2ccn(Cc3cccnc3)c(=O)c2cc1C(=O)NCc1ccccc1
  2.8%, -6.9%
> CC(C)(C)C(=O)CSc1nc2ccsc2c(=O)n1Cc1ccccc1Cl
  4.1%, -9.5%
> CCn1ccc2cc(S(=O)(=O)N3CCC(C(=O)NCc4ccc(F)cc4)CC3)ccc21
  -4.4%, 2.5%
> CCOC(=O)C1CCN(S(=O)(=O)c2cc(-c3cc(C)no3)ccc2OC)CC1
  0.5%, -1.3%
> Cc1ccc2nc(N(Cc3cccnc3)C(=O)CCc3ccccc3)sc2c1
  7.9%, -0.7%
> Cn1cc(S(=O)(=O)N2CCCCCC2)cc1C(=O)N1CCN(c2cccc(Cl)c2)CC1
  0.2%, ?
> CCCC(=O)Nc1cc(C(=O)NCc2ccccc2)ccc1S(=O)(=O)c1ccc(Cl)cc1
  -4.0%, -1.2%
> CCOc1ccc(NC(=O)CSc2ncc3c(n2)-c2ccc(Cl)cc2N(Cc2ccccc2)S3(=O)=O)cc1
  -2.3%, -1.3%

The closing seven records of the part above lead into the next:
Value order – TRb-SRC2 inh, TR SRC2 fluor cs
> CC(C)(C)C(=O)CSc1nc2ccsc2c(=O)n1Cc1ccccc1Cl
  4.1%, -9.5%
> CCn1ccc2cc(S(=O)(=O)N3CCC(C(=O)NCc4ccc(F)cc4)CC3)ccc21
  -4.4%, 2.5%
> CCOC(=O)C1CCN(S(=O)(=O)c2cc(-c3cc(C)no3)ccc2OC)CC1
  0.5%, -1.3%
> Cc1ccc2nc(N(Cc3cccnc3)C(=O)CCc3ccccc3)sc2c1
  7.9%, -0.7%
> Cn1cc(S(=O)(=O)N2CCCCCC2)cc1C(=O)N1CCN(c2cccc(Cl)c2)CC1
  0.2%, ?
> CCCC(=O)Nc1cc(C(=O)NCc2ccccc2)ccc1S(=O)(=O)c1ccc(Cl)cc1
  -4.0%, -1.2%
> CCOc1ccc(NC(=O)CSc2ncc3c(n2)-c2ccc(Cl)cc2N(Cc2ccccc2)S3(=O)=O)cc1
  -2.3%, -1.3%
> CCNC(=O)c1ccc2nc(Cc3ccccc3)oc2c1
  0.8%, -26.6%
> Cc1ccc(N2CCN(S(=O)(=O)c3ccc4[nH]c5c(c4c3)CCCCC5)CC2)c(C)c1
  -2.7%, ?
> CCC(C)(C)NC(=O)Cn1c(=O)ccc2cc(S(=O)(=O)N3CCC(C)CC3)ccc21
  2.7%, ?
> O=C(CSCc1ccc(F)cc1)N1CCc2c([nH]c3ccccc23)C1c1ccc(F)cc1 (centres undefined)
  -13.2%, -2.5%
> CCOC(=O)c1[nH]c(C)c(CCC(=O)Nc2cccc(SC)c2)c1C
  -1.4%, 0.6%
> CCS(=O)(=O)N1CCC2(CC1)OC(=O)C(C)=C2C(=O)NCc1ccc(OC)c(OC)c1
  11.4%, 0.1%
> COCCNC(=O)CCc1c(C)n(C)c2cc(-c3cc(OC)c(OC)c(OC)c3)nn2c1=O
  0.8%, 1.2%
> Cc1ccc(-n2ncc3c(NC4CCCCC4)ncnc32)cc1C
  -1.7%, -2.6%
> CCc1ccc(-n2c(=O)c3cccnc3n2CC(=O)Nc2cc(OC)ccc2OC)cc1
  5.2%, 0.4%
> COc1ccc(CCNC(=O)C(=O)NCC(c2ccco2)S(=O)(=O)c2ccccc2)cc1OC (centres undefined)
  -6.7%, 1.8%
> CCOC(=O)c1c(C)oc2nc(C)nc(NCC3CCN(Cc4cc(C)ccc4C)CC3)c12
  0.1%, -22.5%
> COCCn1c(C)cc(O)c(C(c2ccccc2OC)N2CCCCC2)c1=O (centres undefined)
  1.4%, -0.8%
> COc1ccccc1C(=O)Nc1c(C(=O)NC(C)(C)C)oc2ccccc12
  4.5%, 2.1%
> CCN(CC)C(=O)c1sc2c(c1C)c(=O)n(-c1ccc(Cl)c(Cl)c1)c(=O)n2Cc1cc(=O)n2c(C)cccc2n1
  4.7%, -0.9%
> Cc1cccc(C(=O)OCc2cc(=O)n3ccsc3n2)c1
  -1.5%, -1.8%
> CC1Cc2cc(S(=O)(=O)CCC(=O)Nc3ccc(OC(F)(F)F)cc3)ccc2N1C(=O)C1CC1 (centres undefined)
  11.3%, -0.9%
> O=C(Nc1ccc(Cl)cc1Cl)c1cc(S(=O)(=O)N2CCc3ccccc32)ccc1F
  -3.7%, -1.9%
> O=C(C1CCCCC1)N(Cc1cccnc1)c1nc2c(F)cc(F)cc2s1
  -7.6%, 1.1%
> COc1ccc(-c2nc(SCC(=O)Nc3c(C)cc(C)cc3C)n[nH]2)cc1
  -5.3%, 0.4%
> CCOc1cc2[nH]c(=O)n(CCC(=O)N3CCN(c4ccccc4)CC3)c(=O)c2cc1OCC
  -0.1%, -4.6%
> COc1ccc(F)cc1S(=O)(=O)NCC(c1ccco1)S(=O)(=O)c1cccs1 (centres undefined)
  -11.0%, 0.1%
> COc1cccc(Cn2c(=O)cc(C)c3c(C)nn(C)c32)c1
  4.6%, 5.6%
> CCOC(=O)c1c(S(=O)(=O)N2CCCC(C(=O)Nc3cccc(C#N)c3)C2)c(C)n(C)c1C (centres undefined)
  -2.8%, -9.6%
> Cc1ccc(NC(=O)C2CCN(c3nnc(C)c4c(C)n(-c5ccccc5)nc34)CC2)c(Cl)c1
  1.1%, 0.2%
> O=C(CSc1cn(CC(=O)N2CCCCC2)c2ccccc12)Nc1ccccc1
  3.0%, -5.8%
> COc1ccc(NS(=O)(=O)c2ccc3c(c2)NC(=O)CCS3)c(OC)c1
  0.0%, -2.1%
> Cc1cccc(NC(=O)CSc2nc(=O)n(Cc3cccnc3)c3c2CCC3)c1C
  -8.2%, 0.7%
> CCOCCCNc1nc2ccccc2n2c(CC)nnc12
  0.5%, -1.6%
> COc1ccccc1NC(=O)CSc1ncc2c(n1)-c1cc(Cl)ccc1N(C)S2(=O)=O
  -1.2%, -2.4%
> CO[Si](CCCOCC1CO1)(OC)OC (centres undefined)
  0.3%[201 µM], -0.6%[201 µM]
> CCOc1ccccc1NC(=O)Cn1c(=O)n(Cc2ccccc2)c(=O)c2c1c1cc(C)ccc1n2C
  -1.7%, -2.2%
> Cc1ccc(CCNC(=O)c2ccc3c(c2)nc2n3CCC(C)C2)cc1 (centres undefined)
  -10.1%, -2.6%
> Cc1cccc(C)c1NC(=O)CN1CCCCCC1
  -5.4%, -0.3%
> O=C1c2oc3ccccc3c(=O)c2C(c2ccc(Br)cc2)N1c1ccccn1 (centres undefined)
  -0.4%, -2.2%
> O=C(NCc1cccn1Cc1ccccc1)Nc1ccc(Br)cc1F
  1.7%, -4.3%
> Cc1ccc(Cl)cc1-n1c(SCC(=O)NCc2ccccc2)nc2n[nH]c(C)c2c1=N
  -2.6%, -3.4%
> CCOc1ccc(CNC(=O)C2Cc3ccccc3N2C(=O)CC)cc1 (centres undefined)
  -0.2%, -1.1%
> CC(C)c1nn2c(=O)cc(COC(=O)CNC(=O)c3ccccc3Cl)nc2s1
  -1.6%, -11.9%
> O=C(CS(=O)(=O)c1cccc2nsnc12)Nc1ccccc1
  1.7%, 1.7%
> CCNC(=O)c1ccc2c(c1)nc1n2CCCCC1
  4.5%, -2.5%
> CC(=O)N1CCCc2cc(S(=O)(=O)N3CCC(C(=O)NCc4ccc(C)cc4)CC3)ccc21
  1.5%, -0.3%
> COc1cccc(N2CC(NC(=O)CCCc3ccccc3)CC2=O)c1 (centres undefined)
  -3.3%, 0.0%
> COCCCNC(=O)c1cc(-c2cccnc2)nc2ccc(S(=O)(=O)N3CCC(C)CC3)cc12
  -14.6%, ?
> Cc1ccc(-n2ncc3c(NCCCN(C)C)ncnc32)cc1Cl
  7.0%, -1.0%
> Cc1ccc(NC(=O)CSc2nnc3[nH]c(=O)cc(-c4ccccc4)n23)cc1Cl
  -3.1%, -3.0%
> O=S(=O)(NCc1nc2cccnc2n1Cc1ccccc1)c1ccc2c(c1)CCCC2
  -8.7%, -0.2%
> Cc1ccccc1NC(=O)c1cnc2sc(N3CCCC3)nn2c1=O
  2.0%, 1.5%
> CC(C)OCCCNC(=O)CCCN1C(=O)CCn2nc(-c3cccn3C)cc21
  -16.4%, ?
> O=C(/C=C/c1ccccc1)N1CCN(Cc2cc(=O)n3nc(-c4ccccc4Cl)sc3n2)CC1
  -5.5%, -0.1%
> CCOC(=O)c1cccc(NC(=O)CCSCCc2ccccn2)c1
  -2.5%, -0.8%

New compounds follow:
Value order – TRb-SRC2 inh, TR SRC2 fluor cs
> Cc1ccc(N2CC(NC(=O)c3ccc(S(=O)(=O)N4CCCC4)cc3)CC2=O)cc1C (centres undefined)
  -3.3%, 0.3%
> CCc1ccc2nc(N(Cc3cccnc3)C(=O)Cc3ccccc3)sc2c1
  -6.2%, -0.6%
> CCOC(=O)c1c(S(=O)(=O)N2CCCC(C(=O)NCc3cccc(OC)c3)C2)c(C)n(C)c1C (centres undefined)
  -7.0%, ?
> Fc1ccc(NCc2cccn2-c2nnc(N3CCOCC3)s2)cc1
  4.4%, 2.7%
> O=C(CCn1ccc2cc(S(=O)(=O)N3CCCC3)ccc21)NCc1ccccc1Br
  0.0%, -0.1%
> O=C(Cc1ccc(-c2ccccc2)cc1)NCCS(=O)(=O)N1CCN(c2cccc(Cl)c2)CC1
  -1.9%, -0.3%
> Cc1ccc(C)c(NC(=O)c2cc(S(=O)(=O)NCCC3=CCCCC3)ccc2F)c1
  2.0%, -3.0%
> CCOc1ccc(CNC(=O)c2ccc3nc(CC)c(CC)nc3c2)cc1
  -2.2%, 0.8%
> CCOC(=O)Cn1c(=O)n(C2CCCCC2)c2nc(-c3cccc(C)c3)nc(C(N)=O)c21
  3.0%, -5.9%
> COc1ccc(CNC(=O)CN2C(=O)CSc3ccc(S(=O)(=O)N4CCOCC4)cc32)c(OC)c1
  -1.9%, -1.8%
> CCn1nc(C)c2c(-c3ccccc3)cc(=O)n(C(C)C(=O)Nc3cccc(F)c3)c21 (centres undefined)
  -4.4%, -3.4%
> Cc1ccc(C)c(NC(=O)CSc2c(C)cnc3c2c(=O)n(C)c(=O)n3C)c1
  3.6%, 0.8%
> Cc1cc(C)c(NC(=O)C(=O)NCCc2csc(-c3ccc(F)cc3)n2)c(C)c1
  1.7%, -16.4%
> COc1ccc(OC)c(CNC(=O)C2CCN(S(=O)(=O)c3ccc4[nH]c(=O)oc4c3)CC2)c1
  0.9%, -1.5%
> Cc1ccc(CCNC(=O)c2ccc3c(c2)N(Cc2cccc(Cl)c2)C(=O)c2ccccc2S3(=O)=O)cc1
  -3.0%, -1.8%
> CNC(=O)c1ccc2nc(CCc3ccccc3)oc2c1
  2.8%, -1.3%
> COc1cccc(C(=O)Nc2ccccc2OCc2cc(=O)n3ccccc3n2)c1
  -2.1%, 0.0%
> COc1ccc(CCNC(=O)Cn2c(=O)nc(-c3ccccc3)c3ccccc32)cc1OC
  -3.8%, -1.5%
> CC1CCCN(C(=O)Cn2c(=O)n(CC3CCC(C(=O)NC(C)C)CC3)c(=O)c3sccc32)C1 (centres undefined)
  10.3%, 3.3%

Copied from the listing for reference:
Value order – TRb-SRC2 inh, TR SRC2 fluor cs
> Cc1ccc(C)c(NC(=O)CSc2c(C)cnc3c2c(=O)n(C)c(=O)n3C)c1
  3.6%, 0.8%
> Cc1cc(C)c(NC(=O)C(=O)NCCc2csc(-c3ccc(F)cc3)n2)c(C)c1
  1.7%, -16.4%
> COc1ccc(OC)c(CNC(=O)C2CCN(S(=O)(=O)c3ccc4[nH]c(=O)oc4c3)CC2)c1
  0.9%, -1.5%
